PAX8 reporter: PAX8 transcriptional activity inhibition | 1.2% of 360,000 active | inhibition, % at 12.6 µM | RMG-I TPO-luciferase reporter, SteadyGlo, 24 h | AID 652154;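 active = mean replicate inhibition at least 60% with every replicate also reaching 60%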;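 also: luciferase light reporting Pax8 driven TPO promoter activity; plate controls were median of neutral control wells for no effect and mitoxantrone controls for full effect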
PglD DTNB: blocks C. jejuni PglD acetyltransferase activity | purified PglD enzyme, DTNB colorimetric CoA detection | inhibition, % at 12.5 µM | 0.098% of 360,000 active | AID 602405; in the data active = inhibition above about 16%, passing the limit was not always enough; also: strong numbers were not always called active
ERAP1 inh: inhibitors of human ERAP1 aminopeptidase. recombinant ERAP1, Leu-AMC fluorescence, 60 min. inhibition, % at 10.7 µM. 0.15% of 340,000 active;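 active = mean replicate inhibition of at least 30%, or all replicates individually reaching that 30% level; inactive = mean below 30% and not every replicate reaching it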;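 also: 0% = neutral control wells and 100% = L-leucinethiol positive control wells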
Target sequence (Q9NZ08 whole entry, looked up): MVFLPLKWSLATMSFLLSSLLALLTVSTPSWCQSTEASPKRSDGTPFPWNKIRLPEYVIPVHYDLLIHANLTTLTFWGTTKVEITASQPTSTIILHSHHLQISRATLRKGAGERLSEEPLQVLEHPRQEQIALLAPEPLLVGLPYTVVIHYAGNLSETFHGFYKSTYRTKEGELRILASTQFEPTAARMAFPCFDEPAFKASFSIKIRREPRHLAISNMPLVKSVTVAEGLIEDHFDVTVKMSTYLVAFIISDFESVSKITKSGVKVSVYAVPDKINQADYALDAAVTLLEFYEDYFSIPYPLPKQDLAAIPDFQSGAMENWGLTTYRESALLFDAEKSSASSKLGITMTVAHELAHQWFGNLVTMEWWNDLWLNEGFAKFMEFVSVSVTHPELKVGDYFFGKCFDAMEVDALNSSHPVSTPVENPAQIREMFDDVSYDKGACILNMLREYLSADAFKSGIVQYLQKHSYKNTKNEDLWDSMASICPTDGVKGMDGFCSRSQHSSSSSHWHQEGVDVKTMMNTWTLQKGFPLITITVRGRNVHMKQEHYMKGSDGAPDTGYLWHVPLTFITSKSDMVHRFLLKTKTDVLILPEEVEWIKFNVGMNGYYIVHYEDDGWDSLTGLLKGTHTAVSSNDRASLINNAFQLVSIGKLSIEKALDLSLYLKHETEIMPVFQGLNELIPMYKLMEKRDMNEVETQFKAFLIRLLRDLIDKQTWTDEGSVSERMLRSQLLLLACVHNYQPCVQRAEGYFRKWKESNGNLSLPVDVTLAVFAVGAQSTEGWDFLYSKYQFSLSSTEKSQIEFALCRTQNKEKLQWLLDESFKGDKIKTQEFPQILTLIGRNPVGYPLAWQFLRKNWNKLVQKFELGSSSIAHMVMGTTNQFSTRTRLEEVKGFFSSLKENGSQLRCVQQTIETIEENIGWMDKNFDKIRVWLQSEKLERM
S100A4 inh HTS: inhibitors of human S100A4 binding to myosin IIA peptide | P26447 | S100A4/TAMRA-MyoIIA peptide fluorescence polarization | inhibition, % at 10.7 µM | 0.14% of 360,000 active | AID 652163;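 active = mean inhibition of at least 70% across replicates, with every replicate also reaching that level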
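Test system – S100A4 monomer (human) · Compound – single-point compound testing · Schedule – 5 min incubation before reading · Probe or stimulus – TAMRA-labelled myosin IIA heavy-chain peptide probe, 5 nM · Benchmarks – neutral control DMSO, positive control TFP · Medium – Calcium-containing HEPES buffer, pH 7.2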
FN deposit inh: fibronectin deposition inhibition | inhibition, % at 12.6 µM | 0.086% of 350,000 active | AH1F fibroblasts, Alexa488-fibronectin deposition fluorescence, overnight;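 active = mean inhibition across replicates of 30% or more, regardless of how many single replicates reach that level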;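 also: positive control wells lacked labelled fibronectin entirely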
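Test system: AH1F fibroblast monolayer depositing Alexa488-labelled fibronectin into matrix. Input: 10000 cells per well. Technique: fluorescence, ex 485 nm, em 525 nm. Buffer or medium: DMEM plus 2% serum, read in PBS. Timing: 1 h cell adhesion before compound, then overnight fibronectin incubation. Compound: single dose, pinned. Read-out basis: inhibition from reduced deposited-fibronectin fluorescence.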
PGC1a acetyl inh: lowers PGC1a acetylation signal in U2OS cells | AlphaScreen anti-acetyl-lysine; with virally co-expressed GCN5 acetyltransferase | 0.17% of 350,000 active | inhibition, % at 15.6 µM | AID 651687;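 active = every replicate shows inhibition of at least 40%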;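 also: 0% = neutral control wells and 100% = positive control wells; some results beyond the cut were filed as inactive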
EWS-Fli block: blocks EWS/Fli oncoprotein-driven transcription; 0.67% of 350,000 active; inhibition, % at 12.6 µM; A673 NR0B1-luciferase reporter, viability-normalised;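 active = mean inhibition of at least 50% after viability correction, with every replicate also passing that limit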;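 also: firefly luciferase signal divided by Alamar Blue viability fluorescence both relative to DMSO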
LGR2 inh: blocks bursicon-induced cAMP signaling via Drosophila LGR2; AID 720647; 0.35% of 380,000 active; inhibition, % at 9.99 µM; HEK293 LGR2, CRE-luciferase, bursicon-stimulated, 4 h;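 active = drop in luminescence signal, shown as inhibition above about 50% in the replicate tests, limit read from the data, passing the limit was not always enough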;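 also: agonist challenge used bursicon conditioned medium at about half maximal strength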
* = called active by the depositor; / = not tested or not shown.

Codes – A = PAX8 reporter; B = PglD DTNB; C = ERAP1 inh; D = S100A4 inh HTS; E = FN deposit inh; F = PGC1a acetyl inh; G = EWS-Fli block; H = LGR2 inh
(1) COc1cccc(C(NC(C)=O)c2nc(-c3ccncc3)cs2)c1 (centres undefined)
  A: 7	B: /	C: 0	D: -2	E: -4	F: 2	G: 1	H: 4
(2) CN(C)c1ccc(-c2ccnc3c2CC(C)(C(=O)NCc2ccccc2)O3)cc1 (centres undefined)
  A: 35	B: 3	C: 0	D: 1	E: 2	F: /	G: 61*	H: 26
(3) C#CCOc1ccc(Cl)cc1/C=C1/C(=O)ON=C1C
  A: 0	B: 2	C: 1	D: -14	E: -1	F: -7	G: 0	H: 13
(4) Cc1ccc2nc(-c3ccccn3)[nH]c2c1
  A: -32	B: -1	C: -2	D: -9	E: -6	F: 3	G: 44	H: 82*
(5) Cc1noc(C)c1S(=O)(=O)N(C)C[C@H]1OCCCC[C@@H](C)Oc2ccc(NC(=O)NC(C)C)cc2C(=O)N([C@H](C)CO)C[C@@H]1C
  A: -13	B: 1	C: 3	D: 55	E: 6	F: 1	G: -16	H: -9
(6) Cc1ccnc(NC(=O)c2cc3ccccc3o2)c1
  A: 58	B: -2	C: -8	D: 0	E: -2	F: /	G: 75*	H: 77*
(7) O=S(=O)(c1ccccc1)c1ccc(C(F)(F)F)cn1
  A: 12	B: /	C: -8	D: -1	E: 4	F: 5	G: 8	H: -7
(8) CC=Cc1ccc2n(c1=O)C[C@@H]1[C@@H](CO)[C@H](C(=O)NCCCN3CCOCC3)[C@H]2N1Cc1cocn1 (mixture of isomers)
  A: /	B: 3	C: -1	D: 7	E: /	F: /	G: -10	H: -10
(9) Cc1ccc(CNC(=O)CSc2ncccn2)cc1
  A: -54	B: -4	C: /	D: /	E: 13	F: -13	G: /	H: /
(10) CN(C(=O)COC(=O)c1ccc(Cl)nc1)c1c(N)n(Cc2ccccc2)c(=O)[nH]c1=O
  A: 6	B: -1	C: 6	D: -5	E: 0	F: -2	G: 4	H: 10
(11) C[C@H](CO)N1C[C@H](C)[C@@H](CN(C)S(=O)(=O)c2ccc(C#N)cc2)OCc2ccccc2-c2c(n(C)c3ccccc23)C1=O
  A: /	B: 4	C: 1	D: 3	E: -21	F: -2	G: 10	H: -3
(12) COc1cc(/C=N/NC(=O)c2ccccc2NS(=O)(=O)c2cccs2)ccc1O
  A: 5	B: /	C: 1	D: -7	E: 14	F: /	G: -4	H: -8
(13) O=C1CCCCN1CCC(=O)N1CCCC(N2CCN(c3cccc(Cl)c3)CC2)C1 (centres undefined)
  A: -57	B: -4	C: 0	D: -12	E: 2	F: 3	G: -48	H: -15
(14) Cc1ccc(-n2nc(C)c3c(C)c(CCC(=O)Nc4ccc(CN5CCCC5)cc4)c(C)nc32)cc1
  A: 55	B: /	C: 2	D: -5	E: 7	F: -11	G: 31	H: -2
(15) Cc1cccc(S(=O)(=O)N2C[C@H]3[C@@H](c4ccccc42)[C@H](CO)N3CC2CCCC2)c1
  A: 18	B: -4	C: 0	D: -1	E: -2	F: -12	G: 0	H: 15
(16) COc1cccc(CNC(=O)[C@@H]2CCCN2C(=O)[C@H]2CCCCN2C(=O)c2cccc(Cl)c2)c1
  A: -1	B: /	C: /	D: 6	E: 3	F: /	G: -6	H: -2
(17) NNC(=O)CSc1nnc(-c2ccccc2)n1-c1ccccc1
  A: -5	B: -1	C: 0	D: -2	E: 4	F: /	G: 0	H: 17
(18) Cc1ccc(NC(=O)CSc2nnc(COc3ccccc3F)n2N)cc1S(=O)(=O)N1CCOCC1
  A: 6	B: 7	C: -2	D: -1	E: -13	F: 1	G: 7	H: 6
(19) COc1cc(C2C(C#N)=C(N)Oc3n[nH]c(-c4cccnc4)c32)cc(Br)c1O (centres undefined)
  A: -1	B: -1	C: 1	D: -6	E: -3	F: /	G: 5	H: -11
(20) CN1C(=O)C(Br)(Br)CC1c1cccnc1 (centres undefined)
  A: 29	B: /	C: -2	D: 4	E: -9	F: /	G: -1	H: 1
(21) CC12CCC(C(=O)N3CCN(Cc4ccccc4)CC3)(OC1=O)C2(C)C (centres undefined)
  A: /	B: 2	C: -1	D: -1	E: /	F: 4	G: -1	H: 3
(22) Cc1cccc(N2C(=O)C(Oc3ccc(Cl)cc3Cl)C2C=O)c1C (centres undefined)
  A: 7	B: /	C: 1	D: -3	E: -5	F: /	G: /	H: 9
(23) CN(C)CCCN(C(=O)c1ccc(S(=O)(=O)N2CCOCC2)cc1)c1nc2cc3c(cc2s1)OCO3
  A: -33	B: -3	C: -1	D: 19	E: 3	F: /	G: -10	H: 3
(24) Cc1nc(SCc2nc3cc(Cl)c(F)cc3[nH]2)c2oc3ccccc3c2n1
  A: 87*	B: -3	C: 1	D: -10	E: /	F: -1	G: 9	H: 18
(25) Cc1ccc(S(=O)(=O)N(C)C[C@H]2Oc3c(NC(=O)Nc4ccccc4)cccc3C(=O)N([C@@H](C)CO)C[C@@H]2C)cc1
  A: 22	B: 4	C: -2	D: 23	E: /	F: -5	G: -1	H: -1

Reformatted as labelled records: three of the compounds above.
2: CN(C)c1ccc(-c2ccnc3c2CC(C)(C(=O)NCc2ccccc2)O3)cc1 (centres undefined)
  PAX8 reporter: 35
  PglD DTNB: 3
  ERAP1 inh: 0
  S100A4 inh HTS: 1
  FN deposit inh: 2
  PGC1a acetyl inh: /
  EWS-Fli block: 61*
  LGR2 inh: 26
3: C#CCOc1ccc(Cl)cc1/C=C1/C(=O)ON=C1C
  PAX8 reporter: 0
  PglD DTNB: 2
  ERAP1 inh: 1
  S100A4 inh HTS: -14
  FN deposit inh: -1
  PGC1a acetyl inh: -7
  EWS-Fli block: 0
  LGR2 inh: 13
4: Cc1ccc2nc(-c3ccccn3)[nH]c2c1
  PAX8 reporter: -32
  PglD DTNB: -1
  ERAP1 inh: -2
  S100A4 inh HTS: -9
  FN deposit inh: -6
  PGC1a acetyl inh: 3
  EWS-Fli block: 44
  LGR2 inh: 82*

Entries of single compounds as entered above:
Shown for CN1C(=O)C(Br)(Br)CC1c1cccnc1 (centres undefined) → PAX8 reporter: 29; PglD DTNB: /; ERAP1 inh: -2; S100A4 inh HTS: 4; FN deposit inh: -9; PGC1a acetyl inh: /; EWS-Fli block: -1; LGR2 inh: 1
Shown for Cc1ccc(NC(=O)CSc2nnc(COc3ccccc3F)n2N)cc1S(=O)(=O)N1CCOCC1 → PAX8 reporter: 6; PglD DTNB: 7; ERAP1 inh: -2; S100A4 inh HTS: -1; FN deposit inh: -13; PGC1a acetyl inh: 1; EWS-Fli block: 7; LGR2 inh: 6
Shown for COc1cc(/C=N/NC(=O)c2ccccc2NS(=O)(=O)c2cccs2)ccc1O → PAX8 reporter: 5; PglD DTNB: /; ERAP1 inh: 1; S100A4 inh HTS: -7; FN deposit inh: 14; PGC1a acetyl inh: /; EWS-Fli block: -4; LGR2 inh: -8

(continued)
Order of results: PAX8 reporter, PglD DTNB, ERAP1 inh, S100A4 inh HTS, FN deposit inh, PGC1a acetyl inh, EWS-Fli block, LGR2 inh
(26) COc1ccccc1Cn1nc(C(=O)O)c2ccccc2c1=O
→ -30, 0, 3, 1, 5, 3, -12, -18
(27) C[C@@H]1CN([C@H](C)CO)C(=O)c2cccc(NC(=O)Nc3ccc(C(F)(F)F)cc3)c2O[C@H]1CN(C)Cc1ccc(Oc2ccccc2)cc1
→ /, -1, -3, 7, -16, 10, 3, -5
(28) Cc1nn(Cc2ccccc2)c(=O)n1N(C)c1ncc(C(F)(F)F)cc1Cl
→ 12, -2, /, /, 3, -30, /, /
(29) COc1ccc(NS(=O)(=O)c2c(F)cc(F)c(Cl)c2F)cc1S(=O)(=O)N1CCCCC1
→ 20, -3, /, /, 6, /, /, -4
(30) Cc1cc(=O)oc2cc(NC(=O)c3cc(F)ccc3F)ccc12
→ -152, 1, 0, 16, 2, 5, -84, -58
(31) Cc1cccc(C)c1NC(=S)NCCCN1CCCC1=O
→ -10, /, /, /, -1, -6, /, -3
(32) O=C1NCCN1c1ncc([N+](=O)[O-])s1
→ 12, 7, 0, -5, -5, 0, 3, /
(33) N#CCc1ccc(NC(=O)c2ccc(S(=O)(=O)N3CCCC3)cc2)cc1
→ 5, 3, 1, 2, 1, 1, 6, 11
(34) Cn1ccnc1SCC(=O)N1CCc2ccccc21
→ -83, -17, -5, -1, /, /, /, -8
(35) CCC(=O)N1CC2(CN(C(=O)Nc3c(C)noc3C)C2)c2c([nH]c3cc(OC)ccc23)[C@@H]1CO
→ /, /, /, 7, /, 9, -1, 5

The results go on:
Order of results: PAX8 reporter, PglD DTNB, ERAP1 inh, S100A4 inh HTS, FN deposit inh, PGC1a acetyl inh, EWS-Fli block, LGR2 inh
(36) CCCc1cc(=O)n2nc(N3CCC(C(=O)N4CCN(c5cccc(OC)c5)CC4)CC3)sc2n1
→ 23, 4, 2, 2, -10, 0, 11, 8
(37) CCCC(=O)Nc1ccc2c(c1)C(=O)N(C)[C@@H]1CC[C@H](CC(=O)Nc3ccccc3)O[C@@H]1CO2
→ 14, -3, -3, 3, /, -7, -4, -9
(38) CCOc1ccc2nc(SCC(=O)N(CCOC)c3c(N)n(Cc4ccccc4)c(=O)[nH]c3=O)[nH]c2c1
→ 22, /, 1, 1, /, /, 0, -1
(39) Cc1ccc(-c2cnc3c(c2)C(=O)N([C@H](C)CO)C[C@@H](C)[C@H](CN(C)C(=O)c2ccccc2)O3)cc1
→ -4, 1, 4, 2, -17, 7, -8, 16
(40) CCC(=O)N1CC[C@@H]2[C@H](CO)Nc3ccc(C#Cc4ccc(OC)cc4)cc3[C@@H]21
→ -29, -2, 2, -2, 1, 7, -4, 2
(41) Cc1nn(-c2ccccc2)c(-c2ccccc2[N+](=O)[O-])c1CC#N
→ 7, /, 5, 9, 0, /, 4, 2
(42) CC(C)(C)c1cc(C(=O)NCc2ccco2)ccn1
→ /, 3, /, /, 3, -13, /, 2
(43) CN1[C@@H]2c3ccc(-c4cccc(F)c4)c(=O)n3C[C@@H]2[C@@H](CO)[C@@H]1C(=O)NC1CCC1
→ /, 1, 0, 5, 4, /, -6, -11
(44) COC(=O)CCSCC(=O)Nc1nnc(C)s1
→ -15, 2, 4, 0, 4, /, 1, -7

Values by screen from the list.
Nos. 8 to 11 in PGC1a acetyl inh read /, -13, -2, -2
Nos. 8 to 11 in PglD DTNB read 3, -4, -1, 4

Screening results deposited in PubChem BioAssay by Broad Institute.
